# hcGAS inh – inhibitors of human cGAS | inhibition, % at 12.5 µM | recombinant h-cGAS, ATP depletion, Kinase-Glo luminescence | Q8N884 | AID 1259398 | actives 0.081% (n = 290,000);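 note: 0% = vehicle reaction and 100% = reaction without DNA for no activity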
# Target sequence (Q8N884 whole entry, looked up): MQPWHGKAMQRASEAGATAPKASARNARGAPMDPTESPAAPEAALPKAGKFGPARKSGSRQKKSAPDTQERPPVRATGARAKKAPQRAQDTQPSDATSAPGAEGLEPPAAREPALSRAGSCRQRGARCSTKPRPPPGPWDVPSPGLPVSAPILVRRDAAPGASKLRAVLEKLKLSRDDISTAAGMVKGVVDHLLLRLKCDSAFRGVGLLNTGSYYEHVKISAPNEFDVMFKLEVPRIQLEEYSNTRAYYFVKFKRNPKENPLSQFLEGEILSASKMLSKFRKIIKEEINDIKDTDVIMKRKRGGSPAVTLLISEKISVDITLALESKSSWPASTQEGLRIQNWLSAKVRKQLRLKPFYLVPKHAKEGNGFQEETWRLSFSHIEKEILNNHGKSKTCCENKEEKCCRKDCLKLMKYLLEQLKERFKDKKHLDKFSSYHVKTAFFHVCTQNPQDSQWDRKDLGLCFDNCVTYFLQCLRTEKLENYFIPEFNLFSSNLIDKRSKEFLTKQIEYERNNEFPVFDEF
# NPYLR7 agonist – mosquito NPYLR7 agonism. activation, % at 10 µM. actives 0.15% (n = 270,000). AID 1259423. HEK293T NPYLR7/Galpha15, GCaMP6s calcium fluorescence; in the data active = activation above about 40%;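 note: 0% = vehicle and 100% = reference agonist at the receptor; some compounds past the cut are filed as inactive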
# mcGAS lum – inhibitors of mouse cGAS. recombinant cGAS, Kinase-Glo ATP depletion luminescence. inhibition, % at 12.5 µM. actives 0.15% (n = 160,000). AID 1259399;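 note: 0% = negative control wells and 100% = reference inhibitor with no enzyme activity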
# * hit, by the source's call; . = no result given; & = joins results of further samples. Cut-off read from the data, not from the text of the source, unless noted: active = inhibition above about 40%; inactive = the rest.
Structure | hcGAS inh | NPYLR7 agonist | mcGAS lum
COCc1cc(C)nc2sc3c(c12)N1C(=O)c2ccccc2C1NC3=O (stereo not drawn) | 3 | -3 | .
COC(=O)c1ccc(Oc2ccc(C(=O)OC)cc2)cc1 | -9 | 10 | -7
COc1ccc(S(=O)(=O)Nc2ccc3nc(N4CCCC4)sc3c2)cc1NC(C)=O | 0 | 10 | -7
COc1cc(OC)cc(-c2nnc(SCc3ccc(C#N)cc3)o2)c1 | -13 | 5 | -2
O=C(NCc1noc(C2CCCC2)n1)C1CCCCC1 | -10 | . | -6
Cc1cccc(-c2nc3c(NCc4ccccn4)nccc3[nH]2)c1 | -4 | -7 | -6
COc1ccc(CN2CCN(C(=O)Nc3ccccc3)CC2)c(OC)c1OC | -6 | 1 | -6
COC(=O)c1ccc(NC(=O)Cn2cc(OC)c(=O)cc2CSc2nc(C)cc(C)n2)cc1 | -11 | -2 | -9
CCc1cnc(C)nc1N1CCC2(CCOCC2)CC1 | -8 | . | -12
CC(C)OC(=O)C(NC(=O)c1ccccc1)=C1CCCCC1 | -13 | -1 | -5
COc1ccc(CCNS(=O)(=O)c2ccc3c(c2)CC(=O)N3C)cc1OC | -10 | 2 | .
COC(=O)CC1C(=O)NCCN1Cc1cn(C)nc1-c1ccc(C2CCCCC2)cc1 (stereo not drawn) | -7 | . | -12
CC1CCCCN1CCCNC(=O)c1cc(-c2cccs2)nn1-c1ccc(Cl)cc1 (stereo not drawn) | -2 | -2 | -5
CCCNC(=O)C(C)NC(=O)c1cc(S(=O)(=O)N(C)C)ccc1C (stereo not drawn) | -5 | 5 | .
Cc1ccc2nc(N3C(=O)CCC3=O)sc2c1 | -4 | 7 | .
COc1ccc(NC(=O)CSc2nc(C)cc(C)c2C#N)cc1 | -3 | -3 | -2
CCOC(=O)CNC(=O)N1CCN(C(=O)c2cc(-c3cccc(OC)c3)n(-c3ccccc3)c2C)CC1 | -3 | 0 | -3
O=C(OCc1cc(=O)n2cc(Br)ccc2n1)c1ccco1 | -10 | 0 | -5
COc1ccc(CNC(=O)CCC2CCCN(C(=O)/C=C/c3cnc[nH]3)C2)c(OC)c1 (stereo not drawn) | -7 | -1 | .
CN1Cc2cc(-c3cc(NCCO)nc4[nH]ccc34)ccc2NC1=O | -5 | 0 | .

# Next results:
Structure | hcGAS inh | NPYLR7 agonist | mcGAS lum
CCN(CC)c1onc(-c2ccccc2)c1CN(CCOC)C(=O)c1cccc(Br)c1 | -9 | 5 | -5
CC(C)(C)n1nc(C2CC2)cc1C(=O)NCC1Cc2ccccc2O1 (stereo not drawn) | -3 | 1 | .
Clc1ccccc1-c1noc(C2CCCCC2)n1 | -6 | -9 | -6
CC(=O)Nc1ccc(C(=O)CSc2nnc(-c3ccco3)n2C)cc1 | -9 | 16 | .
OCCn1ccnc1-c1ccc(SC2CCCCC2)o1 | -3 | 20 | -17
O=C1[C@H]2C[C@H]2C(=O)N1CCNc1ccc([N+](=O)[O-])cn1 | 2 | 12 | 0
O=C(NCCc1ccc(F)cc1)c1csc(-c2ccc(O)cc2)n1 | -8 | 0 | .
Cc1ccc(C(C)NC(=O)C2CCCN2Cc2ccccc2)s1 (stereo not drawn) | -15 | 7 | -6
Brc1cc2c(cc1Cn1nnc(-c3cccs3)n1)OCO2 | 0 | -6 | -2
Cc1cc(C)n(-c2ccc(N3CCN(C(=O)c4ccc(C(F)(F)F)cc4)CC3)nn2)n1 | -6 | -1 | -7
O=C1NC(c2ccccc2)=C(C(=O)C(F)(F)F)C(c2ccccc2I)N1 (stereo not drawn) | -6 | -5 | .
Cc1noc(C2CCCN(CN3C(=O)OCC3c3ccccc3)C2)n1 (stereo not drawn) | -8 | 4 | .
Cc1nnc2n1CCC(N(C)C(=O)NC1CCCC1)CC2 (stereo not drawn) | -15 | . | -6
Cn1ccnc1C(NC(=O)Cc1ccccn1)C1CC1 (stereo not drawn) | -5 | 10 | .
CCCCc1ccc(-n2c(C)cn3c4c(=O)n(CCOCC)c(=O)n(C)c4nc23)cc1 | -3 | 21 | -6
Fc1ccc(-c2nccn2CCCc2nn[nH]n2)c(Cl)c1 | 1 | 0 | .
O=C(c1cn(-c2ccccc2)nn1)N1CCN(CCn2cncn2)CC1 | -11 | 0 | -11
COCCN(CC(=O)Nc1cc(-c2ccccc2)nn1-c1ccc(C)cc1)C(=O)c1cc([N+](=O)[O-])cc([N+](=O)[O-])c1 | -2 | 1 | -5
Cn1cnc(SCC#CCSc2ncn(C)n2)n1 | 1 | 13 | .
O=C(c1csc(CSc2nnc(Cc3ccccc3)n2-c2cccc(Cl)c2)n1)N1CCOCC1 | 0 | -2 | -6

# (further entries)
Structure | hcGAS inh | NPYLR7 agonist | mcGAS lum
CCn1c(C)c(C)n2c3c(=O)n(Cc4cc(C)ccc4C)c(=O)n(C)c3nc12 | -7 | 10 | -7
CCC1CCCCN1Cc1nc2c(c(=O)n(C)c(=O)n2C)n1CCc1ccccc1 (stereo not drawn) | 4 | -15 | .
Cc1cccn2c(=O)nc(SCc3ccc(F)cc3)nc12 | -10 | 9 | .
COc1ccc(C(=O)N2CCC(c3ccc(F)cc3)CC2)c(OC)c1 | -1 | -5 | .
Cc1cc(N2CCOC(CN)C2)nc(-c2ccccc2)n1 (stereo not drawn) | -7 | 12 | .
Cc1ccc(CN(Cc2ccc(F)cc2)C(=O)CN(Cc2ccco2)C(=O)CCc2ccccc2)s1 | -2 | -1 | -4
O=C(NCCOc1ccc2nnc(-c3cccc(F)c3)n2n1)c1cccs1 | -6 | -4 | -12
COCCCNC(=O)c1csc(CN(CCCOC)C(=O)Nc2ccc(Br)cc2)n1 | -7 | -10 | -6
CCCn1ncc(NC(=O)c2ccc(CN3CCNCC3(C)C)cc2)n1 | -4 | 0 | -10
COCCN(Cc1ccc(F)cc1Cl)c1cc(Cl)nc(N)n1 | -12 | 8 | .
C1=CC2C(C1)CC2NCCc1nnc2ccccn12 (stereo not drawn) | -7 | 6 | .
CN1C(=CC=NNc2ccccn2)C(C)(C)c2ccccc21 | 5 | 0 | .
COc1ccc(NC(=O)CSc2nc3c(-c4ccccc4)c[nH]c3c(=O)n2C2CC2)cc1 | -4 | -1 | -8
Cc1nnc(SCCn2c(N3CCCCC3)nc3c2c(=O)[nH]c(=O)n3C)s1 | -2 | 4 | -5
O=C(CCCC(=O)N1CCCC1c1nnc2c(C(F)(F)F)cccn12)c1ccccc1 (stereo not drawn) | -4 | -8 | .
Cc1noc(C)c1CCC(=O)NCC1(C)CCOCC1 | -5 | . | -5
O=C(c1ccc2[nH]c3c(c2c1)CCCC3)N1CCOC2(CNCCOC2)C1 (stereo not drawn) | -7 | 3 | -18
CN1C(=O)/C(=C/C=C2/SCCN2C)OC1=S | 0 | 21 | .
CSCC(=O)N(C)C1CCCN(Cc2ccccc2F)C1 (stereo not drawn) | -8 | 1 | .
COc1cccc(CN(CC(O)Cc2ccccc2)CC2CC(c3ccc(Cl)cc3)=NO2)c1 (stereo not drawn) | -6 | -2 | -7

# Part of the list above in a different format:
# Every second line gives: hcGAS inh	NPYLR7 agonist	mcGAS lum
- O=C(c1csc(CSc2nnc(Cc3ccccc3)n2-c2cccc(Cl)c2)n1)N1CCOCC1
    0	-2	-6
- CCn1c(C)c(C)n2c3c(=O)n(Cc4cc(C)ccc4C)c(=O)n(C)c3nc12
    -7	10	-7
- CCC1CCCCN1Cc1nc2c(c(=O)n(C)c(=O)n2C)n1CCc1ccccc1 (stereo not drawn)
    4	-15	.
- Cc1cccn2c(=O)nc(SCc3ccc(F)cc3)nc12
    -10	9	.
- COc1ccc(C(=O)N2CCC(c3ccc(F)cc3)CC2)c(OC)c1
    -1	-5	.
- Cc1cc(N2CCOC(CN)C2)nc(-c2ccccc2)n1 (stereo not drawn)
    -7	12	.
- Cc1ccc(CN(Cc2ccc(F)cc2)C(=O)CN(Cc2ccco2)C(=O)CCc2ccccc2)s1
    -2	-1	-4
- O=C(NCCOc1ccc2nnc(-c3cccc(F)c3)n2n1)c1cccs1
    -6	-4	-12
- COCCCNC(=O)c1csc(CN(CCCOC)C(=O)Nc2ccc(Br)cc2)n1
    -7	-10	-6
- CCCn1ncc(NC(=O)c2ccc(CN3CCNCC3(C)C)cc2)n1
    -4	0	-10
- COCCN(Cc1ccc(F)cc1Cl)c1cc(Cl)nc(N)n1
    -12	8	.
- C1=CC2C(C1)CC2NCCc1nnc2ccccn12 (stereo not drawn)
    -7	6	.
- CN1C(=CC=NNc2ccccn2)C(C)(C)c2ccccc21
    5	0	.
- COc1ccc(NC(=O)CSc2nc3c(-c4ccccc4)c[nH]c3c(=O)n2C2CC2)cc1
    -4	-1	-8
- Cc1nnc(SCCn2c(N3CCCCC3)nc3c2c(=O)[nH]c(=O)n3C)s1
    -2	4	-5
- O=C(CCCC(=O)N1CCCC1c1nnc2c(C(F)(F)F)cccn12)c1ccccc1 (stereo not drawn)
    -4	-8	.
- Cc1noc(C)c1CCC(=O)NCC1(C)CCOCC1
    -5	.	-5
- O=C(c1ccc2[nH]c3c(c2c1)CCCC3)N1CCOC2(CNCCOC2)C1 (stereo not drawn)
    -7	3	-18
- CN1C(=O)/C(=C/C=C2/SCCN2C)OC1=S
    0	21	.
- CSCC(=O)N(C)C1CCCN(Cc2ccccc2F)C1 (stereo not drawn)
    -8	1	.
- COc1cccc(CN(CC(O)Cc2ccccc2)CC2CC(c3ccc(Cl)cc3)=NO2)c1 (stereo not drawn)
    -6	-2	-7

# Following part
Structure | hcGAS inh | NPYLR7 agonist | mcGAS lum
CNC(=S)Nc1cc2c(cc1Br)OCCO2 | -6 | 2 | -8
CCOC(=O)c1nnn(C(CC)C(=O)Nc2cc(C)ccc2C)c1C(=O)OCC (stereo not drawn) | -7 | -6 | -6
CC(=O)NCCNc1cc(N2CCCC2)nc(C)n1 | -6 | 2 | .
CC1(C)S[C@@H]2[C@H](NC(=O)C(C(=O)O)c3ccccc3)C(=O)N2[C@H]1C(=O)O (stereo partly drawn) | 0&-3 | -6&1 | .
c1ccc(CCn2cnnc2CNC2CCC3(CCNCC3)CC2)cc1 | -3 | 6 | .
Cc1nnc(SCC(=O)N2CCC(C(O)C(C)C)CC2)s1 (stereo not drawn) | -5 | -1 | -12
CCc1cc(C(C)NC(=O)CSCc2ccccc2Cl)on1 (stereo not drawn) | -11 | . | -11
CSCCCNC(=O)CC1C(=O)NCCN1Cc1cccc(C(F)(F)F)c1 (stereo not drawn) | -8 | -1 | .
COc1cccc(N2CCC(N3[C@@H]4CC[C@H]3CNC(=O)C4)CC2)c1 | -7 | 5 | -10
CC(=O)N1CCN(C(=O)c2cc(-c3ccc(Cl)cc3)nc3ccccc23)CC1 | -7 | 10 | -6
CC(NC(=O)CCn1cncn1)c1cccc(Br)c1 (stereo not drawn) | -4&-16 | 17&-2 | -7
CCCCCCCOc1ccc(NC(=O)N2CC(=O)N3CCc4c(F)cccc4C3C2)cc1 (stereo not drawn) | -2 | 1 | -5
O=S1(=O)CCC(n2nc(-c3ccco3)cc2NS(=O)(=O)c2ccc(Cl)cc2)C1 (stereo not drawn) | -4 | -1 | -7
NC(=O)c1ccc(CC2CCN(Cc3ccc4ccccc4c3)CC2)cc1 | -7 | . | -7
O=C(NCCc1ccccc1)c1cn(CC2CCCO2)cc2c(=O)n(-c3ccccc3)nc1-2 (stereo not drawn) | -6 | 4 | -9
CCCCn1c(=S)[nH]c2cc(S(=O)(=O)N(CC)CC)ccc21 | -3&-7 | -5&-1 | .
O=C(Nc1cccc2c1C(=O)c1ccccc1C2=O)c1cc([N+](=O)[O-])ccc1Cl | -5 | -3 | -8
Cc1ccc(C(=O)N2CCCC3(CCNCC3)CC2)cc1Cl | -6 | 4 | .
O=C(CCC1CCN(C(=O)c2cccnc2)CC1)NC1CCN(Cc2ccccc2)C1 (stereo not drawn) | -8 | 3 | .
O=C(CCN1C(=O)NC2(CCCC2)C1=O)Nc1nc(-c2ccc(Cl)s2)cs1 | 2 | 3 | .

# Further records follow.
Structure | hcGAS inh | NPYLR7 agonist | mcGAS lum
Cc1n[nH]c(C)n1 | 3 | -1 | .
COc1cccc(NC2CCN(C(=O)c3ccc(F)c(F)c3)CC2)c1 | -9 | 0 | .
CCCCNC(=O)c1ccc2nc(CC)c(N(CC)CCOC)n2c1 | -1 | -6 | -2
Cc1ccc(CC(=O)NCC(C)N2CCN(C)CC2)cc1 (stereo not drawn) | -2 | 3 | .
CCOC(=O)c1cc(-c2ccc(F)cc2)n(C2CCN(S(=O)(=O)c3cc(F)ccc3C)CC2)n1 | -3 | 18 | -6
Cc1cccc(C(=O)Nn2cnc3c(cnn3C(C)(C)C)c2=O)c1 | -3 | 3 | .
Cc1ccc(O)c(CN2CC[C@@H](c3sccc3C)[C@H](O)C2)c1 | 1 | . | -14
Nc1nc(CSc2nnnn2C2CC2)nc(Nc2ccc(F)cc2)n1 | 3 | 0 | -2
CCCCNC(=O)c1nn(-c2ccccc2C)c(=O)cc1OC | -11 | 3 | .

# Limited to hcGAS inh, for 2 of the compounds above:
SMILES | hcGAS inh
COc1cccc(NC2CCN(C(=O)c3ccc(F)c(F)c3)CC2)c1 | -9
CCCCNC(=O)c1ccc2nc(CC)c(N(CC)CCOC)n2c1 | -1
